PrPC surface inh = cell surface PrPC inhibition, primary TR-FRET screen; P04156; TR-FRET read-out; inhibition, % at 13.8 µM; 370,000 compounds, 0.43% hits; AID 720596; in the data active = inhibition above about 24%; also: 0% = median of the test wells and 100% = reference compound wells
BoNT-F LC inh = BoNT F light chain protease inhibition; Multiplex microsphere protease cleavage assay, flow cytometry; inhibition, % at 10 µM; 360,000 compounds, 0.22% hits; AID 588497; in the data active = inhibition above about 35%, passing the limit was not always enough; inconclusive = no clear call, values can overlap the other calls; also: plate controls were buffer without enzyme for full effect and enzyme alone for no effect
BioA inh = inhibitors of Mycobacterium tuberculosis BioA enzyme. AID 602481. 360,000 compounds, 0.096% hits. inhibition, % at 9.99 µM. purified M. tuberculosis BioA enzyme, plate reader; in the data active = inhibition above about 40%; inconclusive = no clear call, values can overlap the other calls
GDH-TPI inh = counter-screen for M. tuberculosis FBA inhibitors: GDH-TPI coupled enzymes | GDH-TPI coupled enzyme counterscreen, NADH absorbance | inhibition, % at 4.8 µM | 360,000 compounds, 1.2% hits | AID 588335; in the data active = inhibition above about 30%;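 also: 0% = DMSO wells and 100% = wells lacking the enzyme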
Rv3671c inh = inhibits the M. tuberculosis serine protease Rv3671c. 320,000 compounds, 0.048% hits. AID 2606. P9WHR9. inhibition, % at 5.96 µM; in the data active = inhibition above about 38%;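 also: extracellular domain of Rv3671c used as enzyme; 0% = enzyme with DMSO and 100% = no enzyme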
Target sequence (P9WHR9 whole entry, looked up, the tested form may be a part): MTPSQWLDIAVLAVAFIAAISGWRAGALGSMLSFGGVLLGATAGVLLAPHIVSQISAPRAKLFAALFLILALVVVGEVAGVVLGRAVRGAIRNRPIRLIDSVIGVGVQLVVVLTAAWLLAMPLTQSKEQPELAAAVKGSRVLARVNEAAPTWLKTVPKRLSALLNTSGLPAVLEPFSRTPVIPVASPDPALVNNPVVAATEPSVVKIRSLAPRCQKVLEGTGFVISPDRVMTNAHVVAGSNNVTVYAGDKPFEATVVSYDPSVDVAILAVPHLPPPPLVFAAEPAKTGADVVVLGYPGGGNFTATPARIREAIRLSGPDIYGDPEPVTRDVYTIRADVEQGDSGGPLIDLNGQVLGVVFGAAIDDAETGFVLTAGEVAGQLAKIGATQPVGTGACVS
MazEF act = MazEF (E. coli) toxin RNase activation. P0AE70. FAM/BHQ RNA-DNA oligo cleavage fluorescence, 5 h. activation, % at 20 µM. 350,000 compounds, 0.32% hits; in the data active = activation above about 50%
Target sequence (P0AE70 whole entry, looked up): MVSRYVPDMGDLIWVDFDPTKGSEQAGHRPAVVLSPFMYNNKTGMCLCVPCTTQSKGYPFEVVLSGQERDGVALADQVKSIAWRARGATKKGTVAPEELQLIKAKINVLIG
FadD28 FP inh = M. tuberculosis FadD28 bisubstrate binding inhibition | FadD28 bisubstrate probe binding, fluorescence polarization | inhibition, % at 12.5 µM | 360,000 compounds, 0.22% hits; in the data active = inhibition above about 8.5%, passing the limit was not always enough; inconclusive = no clear call, values can overlap the other calls
Mtb FBA inh = inhibits M. tuberculosis FBA enzyme; purified M. tuberculosis FBA, fluorescence read-out; inhibition, % at 1 µM; 360,000 compounds, 2.3% hits; P9WQA3; AID 588726; in the data active = inhibition above about 27%;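 also: 0% = vehicle and 100% = reference inhibitor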
Target sequence (P9WQA3 whole entry, looked up): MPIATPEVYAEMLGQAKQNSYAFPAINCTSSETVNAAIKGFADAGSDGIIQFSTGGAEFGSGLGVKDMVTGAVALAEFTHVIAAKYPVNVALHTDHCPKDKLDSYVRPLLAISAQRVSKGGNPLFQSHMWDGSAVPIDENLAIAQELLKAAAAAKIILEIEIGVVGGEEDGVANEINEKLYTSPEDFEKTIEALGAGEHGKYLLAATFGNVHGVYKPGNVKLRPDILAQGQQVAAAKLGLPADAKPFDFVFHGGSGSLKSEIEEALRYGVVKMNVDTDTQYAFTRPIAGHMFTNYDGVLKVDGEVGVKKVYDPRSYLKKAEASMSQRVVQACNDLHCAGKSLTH
UGM FP inh = Mtb UDP-galactopyranose mutase inhibition. purified UGM, fluorescence polarization probe displacement. inhibition, % at 10 µM. 320,000 compounds, 0.06% hits; in the data active = inhibition above about 10%, passing the limit was not always enough; inconclusive = no clear call, values can overlap the other calls
Active calls of the source: *; i = inactive; ? = inconclusive; nt = no result given.

[1] NC(=O)CC(NC(=O)Cc1ccc(Br)cc1)c1ccc(NCCOc2ccccc2)c([N+](=O)[O-])c1 (stereo not given)
[2] CCc1ccc(S(=O)(=O)NCc2cn3c(C)csc3n2)s1
[3] CCOC(=O)C1CCCN1C(=O)C1(NC(C)=O)CCCC1 (stereo not given)
[4] Cc1ccccc1CN1C[C@@H]2C[C@@H](c3cn[nH]c3-c3ccccc3)N3CCC[C@@]23C1=O
[5] CC(NC(=O)Nc1cccc(F)c1)c1ccc2c(c1)OCO2 (stereo not given)
[6] COc1ccc(OCCNC(=O)c2ccccc2OCC(=O)Nc2ccc(NC(C)=O)cc2)cc1
[7] CC(C)CCNC(=O)COC(=O)c1ccc(Br)o1
[8] Cc1c(C(=O)C(=O)NCCCn2ccnc2)c2ccccc2n1C
[9] COc1ccc(/C=C/C(=O)c2ccc(NC3=NCCCS3)cc2)cc1OC
[10] CCc1nc(N)c(C#N)c(-c2ccc(F)cc2)c1C
assay / compound	1	2	3	4	5	6	7	8	9	10
BoNT-F LC inh	-3.7	-1.1	2.1	7.0	-8.3	-2.4	-5.0	-4.5	-10.3	-2.8
UGM FP inh	2.1	-0.9	nt	-0.7	0.7	2.1	0.2	1.6	-0.9	2.1
PrPC surface inh	7.2	3.1	-4.1	0.7	-2.7	16.2	3.0	-6.5	6.3	-2.9
FadD28 FP inh	1.3	-3.7	-1.8	-2.5	1.1	-2.6	0.3	-3.0	-2.0	-2.0
Mtb FBA inh	-0.9	3.9	-3.0	0.1	15.4	1.6	0.8	-1.0	-2.4	-1.0
Rv3671c inh	-31.4	-1.0	nt	-2.2	7.4	-8.6	-7.8	7.6	4.9	2.1
MazEF act	25.3	-5.3	11.6	11.4	-0.8	2.9	6.6	0.2	-3.5	-1.0
BioA inh	-0.3	0.5	-0.9	nt	5.7	nt	-6.7	nt	nt	-0.6
GDH-TPI inh	2.6	12.6	3.9	1.9	5.6	-6.0	4.9	-8.4	17.6	-8.2

[11] Cc1ccc(CNC(=O)CN2C(=O)C3(OCCCO3)c3ccccc32)cc1
[12] COc1cc2oc3ccccc3c2cc1N(CC(=O)N(C)C)S(=O)(=O)c1ccccc1
[13] O=C(CSc1nnc(CNc2ccccc2)o1)N1CCN(C(=O)c2ccco2)CC1
[14] CCOC(=O)C1C(c2cccs2)NC(=O)NC1(O)C(F)(F)F (stereo not given)
[15] COc1ccc(NC(=O)c2ccccc2N2C(=O)C3C4C=CC(C5CC45)C3C2=O)c(OC)c1 (stereo not given)
[16] COc1cccc(CC(=O)NCCCSc2ccccc2)c1
[17] O=C(NNC(=S)NCc1ccc(Cl)cc1)c1ccc2c(c1)OCO2
[18] COCCCn1c(SCC(=O)N2CCOCC2)nnc1-c1ccco1
[19] NC(=NC1CCCCC1)c1ccc([N+](=O)[O-])cc1
[20] COc1ccc(NS(=O)(=O)c2cccc(C(=O)NNC(=O)c3cc(S(N)(=O)=O)ccc3OC)c2)cc1
assay / compound	11	12	13	14	15	16	17	18	19	20
BoNT-F LC inh	39.8*	15.1	-6.3	-2.4	4.6	0.1	-5.3	-3.9	-3.0	-29.2
UGM FP inh	2.5	-1.9	0.9	-1.0	1.5	2.4	-2.6	-1.4	5.3	nt
PrPC surface inh	nt	5.8	-0.5	-3.0	-3.1	-4.3	-1.9	-0.6	-35.0	0.8
FadD28 FP inh	1.5	-4.6	0.5	-3.1	-1.6	-0.4	-5.9	1.2	1.1	-7.9
Mtb FBA inh	3.9	-2.6	-2.7	0.0	1.2	0.6	1.1	0.6	-4.5	2.2
Rv3671c inh	-2.5	7.8	1.0	-4.0	3.5	-6.7	0.9	-2.3	-0.9	-6.5
MazEF act	3.5	-14.4	8.9	-12.8	-0.4	-3.4	1.8	0.2	3.5	2.5
BioA inh	nt	-0.3	0.8	nt	-2.7	-0.4	nt	-1.8	-2.2	-0.7
GDH-TPI inh	0.7	-8.2	10.5	-5.7	5.6	-2.4	-7.7	2.3	-2.7	2.1

[21] Cc1ccc(S(=O)(=O)NC(Cc2ccccc2)C(=O)NN)cc1 (stereo not given)
[22] COc1ccc(/C=C(/NC(=O)c2ccco2)C(=O)N2CCCCC2)cc1
[23] COc1ccc(Oc2nc(C)cc(C)c2S(C)(=O)=O)cc1
[24] O=C(NCC1CCCO1)c1ccc(Oc2ccc([N+](=O)[O-])cc2Cl)cc1 (stereo not given)
[25] COC(=O)C(C)NC(=O)C(C)NC(=O)OCc1ccccc1 (stereo not given)
[26] CC(C)P(=O)(c1cccc(C(=O)O)c1)C(C)C
[27] CSc1ncc(C(=O)Nc2ccc(C(C)=O)cc2)c(-c2ccccc2)n1
[28] CC(CCN1CCC(CN2C(=S)NCC2Cc2ccccc2)CC1)c1ccccc1 (stereo not given)
[29] Cc1ccccc1NC(=O)N1CCCC1C(=O)NCc1cccs1 (stereo not given)
[30] O=C(Nc1ccc(Cl)c(S(=O)(=O)N2CCCCC2)c1)c1cccnc1
assay / compound	21	22	23	24	25	26	27	28	29	30
BoNT-F LC inh	15.6	3.1	-2.5	2.9	-2.2	-5.5	1.1	-2.8	12.1	?
UGM FP inh	2.7	-0.4	3.1	-3.2	2.5	-1.6	-3.8	nt	-0.5	3.9
PrPC surface inh	0.0	-3.1	0.5	-2.3	-1.1	2.3	-4.7	-13.2	2.2	-2.6
FadD28 FP inh	-0.6	0.3	0.5	-0.9	-1.6	-2.4	0.2	-4.4	-0.3	-7.8
Mtb FBA inh	-0.1	1.7	0.1	1.9	3.7	-0.7	4.8	-2.0	0.8	2.4
Rv3671c inh	-7.0	-2.1	-4.5	-7.3	-1.7	0.1	-27.8	nt	7.5	-3.0
MazEF act	-0.7	-2.6	3.2	-8.8	-0.4	-2.4	6.3	9.2	-2.3	-6.7
BioA inh	-1.2	-1.5	nt	nt	-1.6	-1.4	0.1	0.0	-1.1	5.7
GDH-TPI inh	1.5	25.9	-0.3	12.7	-2.6	-8.5	10.0	-5.2	-8.5	2.5

[31] CS(=O)(=O)N1CCN(c2nc(-c3ccccc3)cs2)CC1
[32] C=CCN1c2ccccc2[C@]23C[C@@H](C(=O)OC)N(C(=O)c4ccco4)C2=NC(C(=O)OC)=C(C(=O)OC)[C@H]13
[33] CCc1ccc2oc(C(=O)N3CCN(C)CC3)cc(=O)c2c1
[34] CCc1noc(C)c1C(=O)NCCc1ccc(S(N)(=O)=O)cc1
[35] CC(=O)c1ccc[n+](CC(=O)NC(C)c2ccccc2)c1 (stereo not given)
[36] CC(=O)Nc1ccc(C(=O)N/C(=C/c2ccccc2)C(=O)NCc2ccco2)cc1
[37] O=C1c2ccccc2C(=O)N1Cc1cc(-c2ccccc2)no1
[38] CC1CN(C(=O)COC(=O)c2cc(S(N)(=O)=O)c(Cl)cc2Cl)CC(C)O1 (stereo not given)
[39] CCCCOCCCNC(=O)Cc1ccccc1OC
[40] Nc1nc(N)c2c(ccc3nccc32)[nH]1
assay / compound	31	32	33	34	35	36	37	38	39	40
BoNT-F LC inh	2.9	4.2	-0.3	5.4	-43.2	-5.1	-2.1	2.1	1.8	21.9
UGM FP inh	1.8	-1.1	-5.8	-2.5	1.0	-0.6	2.8	-4.0	-1.3	-4.2
PrPC surface inh	4.7	-5.4	-2.1	1.0	-10.6	-10.7	5.7	-6.2	0.9	5.0
FadD28 FP inh	-3.6	-3.9	-1.1	0.8	0.0	nt	0.1	-2.6	-1.0	-1.5
Mtb FBA inh	-4.5	-3.2	-1.2	5.3	-1.1	0.5	-0.9	0.4	0.6	114.5*
Rv3671c inh	5.6	-9.9	6.6	-0.1	-4.9	4.3	3.5	9.2	-1.0	7.9
MazEF act	1.8	6.2	5.2	-8.5	-0.7	4.9	3.4	3.1	4.1	-5.0
BioA inh	-0.7	-0.9	3.0	-1.1	-2.0	-0.2	-0.8	-0.3	0.4	-0.3
GDH-TPI inh	-11.9	4.3	-0.4	12.7	8.0	-0.8	-1.8	-8.4	-5.6	21.0

[41] CC(C)Sc1sc(C(=O)O)c(-c2ccc(Cl)cc2)c1C#N
[42] CCOC(=O)c1cccnc1SCC(=O)NC(C)CC (stereo not given)
[43] COc1ccccc1C(=O)NCCC(=O)N(C)CC(=O)Nc1c(Cl)cccc1Cl
[44] CC(=O)N1C(C)(C)CC(=NOC(=O)c2ccc(C)cc2)CC1(C)C
[45] CCOc1ccc(/C=N/NC(=O)c2ccncc2)cc1OC
[46] Cn1c(=O)c(=O)n(C)c2cc(S(=O)(=O)Nc3ccc4c(c3)OCCO4)ccc21
[47] CC1(C)CC(=O)C=C(NNC(=O)c2ccc(N)cc2)C1
[48] CCC(=O)NCCSc1c[nH]c2ccccc12
[49] COC(=O)c1c(C)[nH]c(C(=O)C(C)OC(=O)c2ccco2)c1C (stereo not given)
[50] O=C(COC(=O)CCSc1ccccc1)NCc1ccc(F)cc1
assay / compound	41	42	43	44	45	46	47	48	49	50
BoNT-F LC inh	?	-24.9	-4.4	0.7	-3.4	-1.8	1.0	3.2	-1.4	1.2
UGM FP inh	-2.6	7.1	-0.8	1.2	nt	-0.2	-1.4	2.4	0.3	0.8
PrPC surface inh	-8.8	-4.3	4.1	-5.1	-1.6	3.1	3.0	3.0	-1.0	1.6
FadD28 FP inh	-6.6	-1.8	-2.2	-3.0	-2.7	-1.4	-5.1	-3.5	0.3	-5.0
Mtb FBA inh	-0.2	1.5	5.3	-1.9	-3.1	0.4	-1.5	0.2	-1.1	1.4
Rv3671c inh	-8.4	4.8	-6.6	1.2	nt	10.1	-1.2	5.0	-9.8	2.5
MazEF act	-8.6	1.8	3.4	-0.5	-3.5	-1.1	-4.3	7.8	-2.4	1.9
BioA inh	nt	-0.9	-1.2	nt	-0.9	6.2	nt	-0.6	-2.4	-0.4
GDH-TPI inh	-0.4	8.8	2.1	-1.5	24.1	6.8	-5.6	6.8	-5.5	-6.9

Reprinted, nos. 47 to 49
[47] CC1(C)CC(=O)C=C(NNC(=O)c2ccc(N)cc2)C1
[48] CCC(=O)NCCSc1c[nH]c2ccccc12
[49] COC(=O)c1c(C)[nH]c(C(=O)C(C)OC(=O)c2ccco2)c1C (stereo not given)
assay / compound	47	48	49
BoNT-F LC inh	1.0	3.2	-1.4
UGM FP inh	-1.4	2.4	0.3
PrPC surface inh	3.0	3.0	-1.0
FadD28 FP inh	-5.1	-3.5	0.3
Mtb FBA inh	-1.5	0.2	-1.1
Rv3671c inh	-1.2	5.0	-9.8
MazEF act	-4.3	7.8	-2.4
BioA inh	nt	-0.6	-2.4
GDH-TPI inh	-5.6	6.8	-5.5

(further entries)
[51] CC#CCN1C(=O)N[C@@H](c2ccccc2)C(C(=O)OC)=C1C
[52] CC(C)(C)[C@@H]1CCC(=O)N(CC[C@H](N=[N+]=[N-])c2ccccc2)CC1
[53] CCCCNC(=O)c1ccc(SCC(=O)N(CC)CC)c([N+](=O)[O-])c1
[54] CCc1ccc(NC(=O)c2ccc(F)c(S(=O)(=O)NCC3COc4ccccc4O3)c2)cc1 (stereo not given)
[55] CCOC(=O)C1CCCN(C(=O)CSc2nccn2C)C1 (stereo not given)
[56] O=[N+]([O-])c1ccc(Cc2ccncc2)cc1
[57] O=c1cc(N2CCN(c3ccccc3F)CC2)[nH]c(=O)n1-c1ccc(Br)cc1
[58] CCc1sc(C(=O)Nc2nccs2)cc1C
[59] CC(C)N(C#N)c1nc(N2CCOCC2)nc(N2CCOCC2)n1
assay / compound	51	52	53	54	55	56	57	58	59
BoNT-F LC inh	5.8	-12.2	-2.8	-10.1	-0.3	-11.6	-0.9	-25.7	-2.2
UGM FP inh	-2.2	-1.5	-3.0	nt	-0.1	-1.1	-1.0	-1.2	-3.1
PrPC surface inh	-2.4	1.2	-27.0	6.3	-1.9	-5.6	-8.6	3.6	-4.5
FadD28 FP inh	-2.1	-6.4	0.4	-1.6	-4.4	-1.9	-1.0	-1.8	-3.3
Mtb FBA inh	-0.2	-2.4	-2.2	-1.9	-1.4	-0.5	-0.9	1.0	-3.3
Rv3671c inh	5.5	-5.1	-1.0	-214.2	0.8	-0.3	-9.0	-1.0	-5.6
MazEF act	8.3	1.5	-15.1	4.7	i	1.9	7.9	-7.4	3.5
BioA inh	0.0	0.6	-1.1	nt	-1.2	nt	0.5	-0.1	-0.4
GDH-TPI inh	3.4	9.9	9.8	2.9	-1.9	4.4	-11.1	17.5	4.3

Bioassay records (PubChem)
